LmPK inhibitor = blocks Leishmania mexicana pyruvate kinase activity; purified LmPK, Kinase-Glo ATP luminescence, 1 h; Potency, µM (highest dose often 57.5 µM), for the others: at the top dose activity change, negative = inhibition, hits mostly inhibitors; hit rate 0.37% among 290,000; AID 1721; further: potency means the concentration at half of the fitted maximal effect; on the % scale 0 is the no-effect control and ±100 the full control effect
Target sequence (Q27686 whole entry, looked up): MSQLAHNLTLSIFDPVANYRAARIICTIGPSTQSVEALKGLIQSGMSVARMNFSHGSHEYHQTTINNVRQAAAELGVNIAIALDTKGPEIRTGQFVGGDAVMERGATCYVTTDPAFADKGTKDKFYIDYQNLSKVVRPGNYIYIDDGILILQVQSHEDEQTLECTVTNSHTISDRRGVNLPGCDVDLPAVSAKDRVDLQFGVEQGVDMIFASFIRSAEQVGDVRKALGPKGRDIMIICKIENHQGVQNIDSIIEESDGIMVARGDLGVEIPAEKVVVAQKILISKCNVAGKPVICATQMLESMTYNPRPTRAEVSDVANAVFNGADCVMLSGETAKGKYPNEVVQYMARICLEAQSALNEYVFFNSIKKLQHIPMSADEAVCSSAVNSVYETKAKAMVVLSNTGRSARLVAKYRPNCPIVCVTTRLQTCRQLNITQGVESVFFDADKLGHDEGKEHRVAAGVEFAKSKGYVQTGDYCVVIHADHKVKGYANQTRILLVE
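ATP generated from ADP (0.1 mM) and PEP (0.5 mM) by 0.1 nM LmPK over 1 h at room temperature (pH 7.2 imidazole buffer) was detected by coupled luciferase luminescence. Values were normalized to uninhibited and no-enzyme wells.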
TbPYK inhibitor = inhibitors of Trypanosoma brucei pyruvate kinase. hit rate 0.12% among 410,000. Potency, µM (doses to about 76.8 µM), for inactives: top-dose activity, negative = inhibition, usual class: inhibitors. TbPYK enzyme, Kinase-Glo Plus ATP luminescence, 45 min. Q57TT1; further: potency means the concentration at half of the fitted maximal effect; on the % scale 0 is the no-effect control and ±100 the full control effect; nearly all actives have a fitted effect of over 50% in size
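TbPYK + substrate in 50 mM TEA pH 7.2, 100 mM KCl, 10 mM MgCl2, 0.05% BSA, 0.01% Tween-20; cpd pinned; ADP 130 uM final; 45 min RT; Kinase-Glo Plus 10 min; luminescence endpoint.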
Pf growth 48h = inhibits P. falciparum growth in the first generation, 48 h; P. falciparum luciferase growth in erythrocytes, 48 h; Potency, µM (doses to about 28.7 µM), for the others: at the top dose activity change, negative = inhibition, hits mostly inhibitors; hit rate 5.9% among 310,000; further: potency means the concentration at half of the fitted maximal effect; on the % scale 0 is the no-effect control and ±100 the full control effect
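Cell-based growth assay: transgenic P. falciparum expressing firefly luciferase, cultured in red cells within RPMI 1640 containing 0.5% w/v Albumax, 24 mM bicarbonate and gentamycin. A drop in luciferase activity indicates inhibition.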
AMA1-RON2 inh = inhibitors of Plasmodium falciparum AMA1-RON2 interaction | Potency, µM (doses to about 58.2 µM), inactives show at the top dose activity change, negative = inhibition, most hits filed as inhibitors | AlphaScreen AMA1-biotinylated RON2 peptide binding | AID 720542 | hit rate 0.2% among 360,000;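 further: potency means the concentration at half of the fitted maximal effect; 0% = vehicle wells and -100% = peptide control; nearly all actives have a fitted effect of over 45% in size; some results filed as inactive show a strong effect at the top dose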
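AMA1 (3D7) with his tag at 25 nM final met compounds first, then biotinylated RON2 peptide at 25 nM; detection used donor plus acceptor beads, 10 µg/mL apiece, read by AlphaScreen after 30 min at room temperature.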
Shiga toxin inh = inhibitors of Shiga toxin in Vero cells; Vero cells, Shiga toxin protein synthesis inhibition reporter; inhibition, % at 38.7 µM; hit rate 9.2% among 290,000; in the data active means inhibition mostly above about 28%, no sharp cut-off; inactive means mostly below about 43%; further: 0% is about no effect
CHX counter = counter-screen hit for Shiga toxin inhibitors, cycloheximide | cell reporter, cycloheximide protein synthesis inhibition counterscreen | max response, % | hit rate 12% among 300,000; in the data active means max response mostly above about 13%, no sharp cut-off; inactive means mostly below about 14%; further: read at 38.3 µM for the half of the compounds with a filed dose; 0% is about no effect
Pf growth 96h = P. falciparum growth inhibition at 96 hours | AID 504834 | Potency, µM (doses to about 28.7 µM), for inactives: at the highest dose activity change, negative = inhibition, hits mostly inhibitors | hit rate 6.9% among 320,000 | P. falciparum luciferase reporter growth, 96 h; further: potency means the concentration at half of the fitted maximal effect; on the % scale 0 is the no-effect control and ±100 the full control effect
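Parasite growth measured via integrated firefly luciferase reporter in P. falciparum. Infected erythrocytes at 2% hematocrit, 0.05% parasitemia final were treated 96 hours at 37 C under 5% CO2, and luminescence was read.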
Active calls of the source: *; i = inactive; u = inconclusive; x = not tested or not shown; & = joins results of further samples; [ ] = dose if it differs, or a comment. Unless noted, the call rests on the fitted dose curve; in most records, active means well fitted curve in the direction sought with a large enough effect; inconclusive means small, poorly fitted or top-dose-only effect, or another doubt; inactive means no such curve, though single readings can be large; an effect the other way counts as inactive or inconclusive.

Sequence of screens: TbPYK inhibitor	Shiga toxin inh	CHX counter	Pf growth 48h	LmPK inhibitor	Pf growth 96h	AMA1-RON2 inh
- O=C(CC(Nc1ccc(F)cc1)c1ccccc1)c1ccccc1 (configuration not stated)
 : 7%	91*	31*	18%	4%	63%[activator]	-5%
- CCSc1nc(-c2ccccc2)c(-c2ccccc2)n1CC(O)CO (configuration not stated)
 : 2%	-5	-3	u	5%	u	-2%
- C/C(=N\Nc1ncc(Cl)cc1Cl)c1ccc(N2CCOCC2)cc1
 : 1%	85*	38*	24%	6%	21%	33%[activator]
- COC(=O)CN1C(=O)C(O)(CC(=O)c2ccc(Br)cc2)c2ccccc21 (configuration not stated)
 : -4%	-16	-5	x	4%	2%	-3%
- COc1ccccc1CNC(=O)C1CCN(S(=O)(=O)c2cccc3nonc23)CC1
 : 5%	4	-1	u	6%	3%	2%
- Cc1ccc(S(=O)(=O)N2CCC(C(=O)N3CCc4ccccc43)CC2)cc1
 : 2%	-27	-6	9%	-9%	4%	6%
- CCn1nc(C)c(NC(=O)c2ccc(Br)o2)c1C
 : -1%	-13	-3	1%	-4%	u	-15%
- Cc1ccc2nc(N3CCC(C(=O)N4CCC5(CC4)OCCO5)CC3)sc2c1
 : -2%	79*	40*	36%	-6%	13%	7%
- COC(=O)C1CCN(C(=O)C2CCN(C(=O)[C@H](C)NS(=O)(=O)c3ccc(C)cc3)CC2)CC1
 : 10%	-1	-2	u	-4%	12µM*	0%
- Cn1c(=O)c2c(ncn2CCOC(=O)C(C)(C)Oc2ccc(Cl)cc2)n(C)c1=O
 : 1%&5%	x	x	-7%	x	-5%	1%
- COc1ccc(NC(=O)c2cc(S(=O)(=O)N3CCc4ccccc43)cn2C)c(OC)c1
 : 0%	-2	-2	u	2%	0%	-14%
- O=C(O)C1CCCCC1C(=O)N1CC=C(c2ccccc2)CC1 (configuration not stated)
 : -5%	53*	27*	-21%	-5%	-9%	0%
- CN1CCN(CCCn2cnc3c(=O)oc4ccccc4c32)CC1
 : 2%	2	-3	3%	1%	9%	-4%
- Cc1ccc(OCC(=O)NNC(=O)c2cccnc2)cc1C
 : -9%	-3	-2	22%	4%	52%[activator]	9%
- CCOC(=O)C1=C(C)NC(C)=C(C(=O)OCC)C1C(=O)OCC(=O)N1CCCCC1CC (configuration not stated)
 : -13%&2%	-10	-3	u	7%	x	-5%&2%
- CNCCCc1[nH]nc(N)c1C#N
 : 2%	8	2	9%	-9%	28%	32%[activator]
- S=C(NCC1CCCO1)NC12CC3CC(CC(C3)C1)C2 (configuration not stated)
 : 2%	-3	-4	u	-4%	-28%	15%
- O=C(CN1C(=O)S/C(=C\c2ccccc2)C1=O)NC1CCS(=O)(=O)C1 (configuration not stated)
 : -3%	10	1	26%	-3%	0%	10%
- O=S(=O)(Nc1ccc(Cl)cn1)c1cccs1
 : 2%	-2	-12	27%	2%	15%	3%
- CSc1nc(C)c(C(=O)C[n+]2ccc(C)cc2)cc1C#N
 : 7%	3	-2	u	2%	u	-3%
- COc1ccc(C(=O)O/N=C(\N)c2ccc(OC)c(OC)c2)cc1
 : -16%	160*	27*	u	2%	1%	7%
- Nn1c(SCC(=O)Nc2ccccc2F)nnc1C1CCCCC1
 : 4%	7	-1	24%	5%	22%	4%
- CC1CCCC(NCC(O)COC(c2ccc(F)cc2)c2ccc(F)cc2)C1C (configuration not stated)
 : 2%	-17	-4	u	-3%	u	-17%
- CC(C)Nc1nc(NC(C)C)nc(SCCOC(=O)Nc2ccc(Cl)cc2Cl)n1
 : 4%	-6	21*	-5%	-1%	1%	-10%
- CCOC(=O)CNc1nc(Cl)c(C#N)s1
 : -7%	-12	4	38%[activator]	3%	75%[activator]	0%
- CCCCC(c1nnnn1CC1CCCO1)N1CCN(c2nc3ccccc3s2)CC1 (configuration not stated)
 : 4%	8	19	13µM*	3%	1%	u
- COc1ccccc1Oc1c(C)oc2cc(OC(=O)c3ccco3)ccc2c1=O
 : -6%	5	-4	-3%	5%	-3%	0%
- CC(=O)c1cccc(NC(=O)C(OC(=O)c2cccc(S(=O)(=O)N(C)c3ccccc3)c2)c2ccccc2)c1 (configuration not stated)
 : 3%	-15	1	-11%	0%	-20%	-3%
- COc1ccc(-c2c(C#N)c(SCC(N)=O)nc3c2CCCC3)cc1
 : 1%	13	-2	-3%	4%	u	-8%
- O=C(CSc1nc(-c2ccccc2)nc2ccccc12)Nc1nccs1
 : 5%	3	-3	-8%	2%	u	-9%

An excerpt from above in order of count of non-hydrogen atoms, largest number first:
Sequence of screens: TbPYK inhibitor	Shiga toxin inh	CHX counter	Pf growth 48h	LmPK inhibitor	Pf growth 96h	AMA1-RON2 inh
- COC(=O)CN1C(=O)C(O)(CC(=O)c2ccc(Br)cc2)c2ccccc21 (configuration not stated)
 : -4%	-16	-5	x	4%	2%	-3%
- CCSc1nc(-c2ccccc2)c(-c2ccccc2)n1CC(O)CO (configuration not stated)
 : 2%	-5	-3	u	5%	u	-2%
- S=C(NCC1CCCO1)NC12CC3CC(CC(C3)C1)C2 (configuration not stated)
 : 2%	-3	-4	u	-4%	-28%	15%

Next results:
Sequence of screens: TbPYK inhibitor	Shiga toxin inh	CHX counter	Pf growth 48h	LmPK inhibitor	Pf growth 96h	AMA1-RON2 inh
- CC1(C)Cc2ccccc2/C(=C/C(=O)N2CCCCCC2)N1
 : -4%	1	-5	u	9%	x	-12%
- CC(C)c1ccc(N2C(=O)CC(NNC(=O)c3ccccc3Cl)C2=O)cc1 (configuration not stated)
 : 0%	-18	-1	9%	-6%	-9%	26%
- CC1/C(=N/O)CC(c2ccccc2)NC1c1ccccc1 (configuration not stated)
 : 1%	-12	-3	x	4%	u	-2%
- CCOC(=O)c1nnn(CC(=O)Nc2ccccc2)c1C(=O)OCC
 : -10%	0	2	52%[activator]	-1%	u	-3%
- COc1ccc(CCNC(=O)CCC(=O)Nc2nnc(C(C)C)s2)cc1OC
 : 0%	-7	-3	-8%	-10%	17%	-6%[11.6 µM]
- CCn1c(O)c(C=NCCc2c[nH]c3ccccc23)c(=O)[nH]c1=O
 : 0%	-12	-2	1%	1%	x	-7%
- CSCCC(=O)N1CCC(CCC(=O)NC2CC2)CC1
 : 3%	-11	4	-3%	0%	37%[activator]	1%
- Cc1c(/C(O)=C2/C(=O)C(=O)N(Cc3cccnc3)C2c2ccccn2)cnn1-c1ccccc1 (configuration not stated)
 : -2%	64	34*	116%[activator]	1%	u	30%[activator]
- COc1cccc(N2CCN(c3ccc4nnc(CCC(=O)Nc5ccc(F)cc5F)n4n3)CC2)c1
 : 1%	-10	5	-27%	-6%	u	9%
- CC(=O)N1c2ccccc2C(=O)C1N1CCCCC1 (configuration not stated)
 : 4%	-7	-3	-7%	-3%	u	34%[activator]
- O=C(Oc1ccc(Br)cc1C(=S)N1CCOCC1)c1cccc([N+](=O)[O-])c1
 : -18%	-2	-2	-4%	-8%	36%[activator]	-13%
- CC(C)C1C(C#N)=C(N)Oc2n[nH]c(-c3cccs3)c21 (configuration not stated)
 : -5%	-11	-4	-4%	1%	-20%	3%
- COc1ccc(C2=C/C(=C\c3ccccc3OC(C)=O)C(=O)O2)cc1
 : 0%	103*	22*	28%	4%	37%[activator]	8%
- COc1ccc(NC(=O)Cn2nc(Cc3cccnc3)c3ccccc3c2=O)c(OC)c1
 : 2%	29	5	-20%	-4%	-8%	-3%
- Cc1nc(CSc2nnc(C)s2)cs1
 : 6%	-14	0	42%[activator]	-7%	u	-17%
- COc1ccc(CNC(=O)c2ccc(N(C)S(=O)(=O)c3ccc(C)cc3)cc2)cc1
 : -1%	-8	-2	u	0%	0%	-2%
- CC(=O)N1c2ccc(S(=O)(=O)N3CCCC3)cc2CC1C(=O)NC(C)C (configuration not stated)
 : -2%	-6	-1	8%	-10%	u	7%
- CCC(=O)Nc1nnc(C(C)(C)C)s1
 : -11%	-12	-3	11%	-3%	24%	-3%
- COc1cccc(Cn2cc(C)cc(NC(=O)NCc3ccccc3)c2=O)c1
 : -2%	x	15*	20%	6%	u	-2%
- Cn1cnc(S(=O)(=O)NCc2cccs2)c1
 : -4%	-8	-1	15%	2%	0%	7%
- CC1CCCCN1C(=O)c1c([N+](=O)[O-])cnn1C (configuration not stated)
 : 7%	-8	-4	5%	3%	7%	-10%
- COc1ccc(N2CCN(S(=O)(=O)c3cccc4cccnc34)CC2)cc1
 : -6%	28	0	x	2%	-38%	-24%
- Cc1ccc(N(C(=O)CNC(=O)c2ccco2)C(C(=O)NC2CCCC2)c2ccncc2)cc1C (configuration not stated)
 : -2%	-11	-4	11%	-1%	u	13%
- CCOC(=O)/C(=N\Nc1ncnc2ccccc12)c1ccc(OC)cc1
 : -20%	45	27*	168%[activator]	-14%	189%[activator]	23%
- O=C(Nc1ccc(F)c(F)c1)c1ccco1
 : 6%	89*	45*	u	3%	i	18%
- CCOc1ccc(-c2nnc(NC(=O)CCCOc3cccc(C)c3)o2)cc1
 : -2%	70*	26*	63%[activator]	3%	u	37%[activator]
- Cc1ccc(N=Nc2c(=O)[nH]n3c(=O)cc(C)[nH]c23)cc1
 : -12%	14	1	14%	u	x	16%
- C/C=C(\C)C(=O)OC(C)(C)[C@@H]1Cc2cc3ccc(=O)oc3cc2O1
 : 7%	x	x	-17%	x	0%	71%[activator]
- CNC(=S)N1CCN(c2nc(-c3ccc(Cl)cc3)cs2)CC1
 : -15%	21	16*	u	7%	7.4µM*	u
- Cc1ccc(S(=O)(=O)N(C)C)cc1NC(=O)C(C)OC(=O)C1CCCC1 (configuration not stated)
 : -2%	x	x	-7%	x	9%	-10%
- C=CCn1c(SCc2nc3ccccc3[nH]2)nnc1-c1ccccn1
 : -13%	8	27*	-8%	-6%	10µM*	-12%
- Cc1cccc2sc(NC(=O)CN(C)S(=O)(=O)c3ccc(Br)s3)nc12
 : -6%	21	15	16%	2%	u	-5%
- CCOc1ccccc1C(=O)N(Cc1sccc1C)C1CCS(=O)(=O)C1 (configuration not stated)
 : 17%&-2%	-5	-6	u	1%	27%	18%
- Cc1ccc(S(=O)(=O)Nc2ccc3nc(C)sc3c2)c(C)c1
 : 4%	x	x	-25%	x	u	-8%
- CCOc1ccc(N2C(=O)C3C(c4ccc(OC)cc4OC)NC(CCSC)(C(=O)OC)C3C2=O)cc1 (configuration not stated)
 : -1%	-8	1	u	-6%	u	-3%
- O=C1C/C(=C/NCc2ccccc2)C(=O)N1
 : -8%	6	-2	-15%	0%	x	-5%
- NCCNc1ccc2nnnn2n1
 : -24%	-4	4	10%	-5%	0%	-20%

Single records, as listed above. Values in the order: TbPYK inhibitor | Shiga toxin inh | CHX counter | Pf growth 48h | LmPK inhibitor | Pf growth 96h | AMA1-RON2 inh
O=C1C/C(=C/NCc2ccccc2)C(=O)N1 is listed as -8% | 6 | -2 | -15% | 0% | x | -5%
Cc1ccc(S(=O)(=O)Nc2ccc3nc(C)sc3c2)c(C)c1 is listed as 4% | x | x | -25% | x | u | -8%

Screening data as filed in PubChem.
